TCR activator: activates T cell receptor signaling; primary human leukocytes, anti-CD3, IL-2 HTRF, 48 h; Potency, µM (series often up to 9.22 µM), for the others: at the highest dose activation of IL-2 secretion, actives largely listed as activators; 330,000 tested, under 10 active; AID 504894; also: % of control where 0% means no effect
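1) Mix primary human leukocytes, a-CD3 beads and compound. 2) Incubate 48 hr. 3) Add HTRF IL-2 reagents (a-IL-2-K, a-IL-2-d2).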
Chronic BCR inh: chronic active BCR signaling inhibition | ABC-DLBCL IkBa-CBG/CBR reporter, luminescence ratio, 4 h | Potency, µM (series often up to 46.1 µM), without a hit: at the highest dose ratio change, negative = lower green/red ratio, usual class: inhibitors | actives 0.05% (n = 340,000) | AID 493014; active = well fitted inhibition curve with a large enough effect in the signal ratio, with a control signal flat, not every such curve was filed as active; inconclusive = small, poorly fitted or top-dose-only effect, or effect the other way, or a change in a side signal; the % refers to the signal ratio;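 also: potency is read from the fitted curve at half-maximal effect; plate controls were basal doxycycline-induced cells for no effect and cells given 10 µM MG132 for full effect; MG132 reads +100%, hits lower the ratio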
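Cell line TMD8 (human ABC DLBCL), stably expressing tet-inducible CBG68-IkBa fusion and CBR; IMDM/0.5% FBS; cpd up to 46 uM; dox induction, 4 h, 37C/5% CO2; dual luminescence; green/red ratio; MG132 control.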
MLL CXXC-DNA inh: inhibitors of human MLL CXXC domain-DNA interaction. Q03164. MLL-CXXC / FITC-HOXA9 DNA fluorescence polarization. Potency, µM (series often up to 115 µM), without a hit: at the highest dose activity change, negative = inhibition, usual class: inhibitors. actives 0.037% (n = 290,000). AID 2662; active = well fitted inhibition curve with a large enough effect in the polarisation, with a control signal flat, not every such curve was filed as active; inconclusive = small, poorly fitted or top-dose-only effect, or effect the other way, or a change in a side signal; inactive = no such curve, though single readings can be large or run the other way; the % refers to the polarisation; also: potency is read from the fitted curve at half-maximal effect
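Purified MLL-CXXC (added from a 7 uM solution) was preincubated 5 min at ambient with pinned compounds in 50 mM Tris-HCl pH 7.5, 50 mM NaCl, 1 mM DTT, 0.05% BSA. Fluorescein-labeled HOX-A9 DNA (50 nM solution) followed, 30 min, then polarization read.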
Tb PFK block: T. brucei PFK enzyme inhibition; O15648; T. brucei PFK, ADP-Glo luminescence; Potency, µM (highest dose often 57.5 µM), inactives show top-dose activity, negative = inhibition, actives largely listed as inhibitors; actives 0.17% (n = 330,000);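 also: potency is read from the fitted curve at half-maximal effect; 0% = uninhibited 1x PFK enzyme wells and -100% = no-enzyme wells; nearly all actives have a fitted effect of over 60% in size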
Target sequence (O15648 whole entry, looked up): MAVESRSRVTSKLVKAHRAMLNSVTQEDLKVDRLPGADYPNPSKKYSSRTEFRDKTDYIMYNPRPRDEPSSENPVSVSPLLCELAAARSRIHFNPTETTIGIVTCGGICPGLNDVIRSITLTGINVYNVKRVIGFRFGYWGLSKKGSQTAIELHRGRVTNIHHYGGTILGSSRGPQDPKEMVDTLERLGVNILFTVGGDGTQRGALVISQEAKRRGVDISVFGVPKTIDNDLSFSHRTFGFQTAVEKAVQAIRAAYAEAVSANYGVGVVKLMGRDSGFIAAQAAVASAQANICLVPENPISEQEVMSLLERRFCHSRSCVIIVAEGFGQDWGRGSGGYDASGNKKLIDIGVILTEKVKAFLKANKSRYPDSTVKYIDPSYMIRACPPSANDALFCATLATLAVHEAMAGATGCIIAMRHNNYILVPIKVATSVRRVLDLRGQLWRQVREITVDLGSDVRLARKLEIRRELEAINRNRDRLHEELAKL
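PFK 1.25 nM, F6P 0.5 mM, ATP 0.1 mM, 0.1 M TEA pH 8.0, 5 mM MgCl2, 0.01% Tween20, 0.1% BSA; 45 min RT. ADP-Glo readout. qHTS titration up to 57 uM; curves fitted, compounds curve-classed.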
TSHR antag: antagonists of human thyroid stimulating hormone receptor. P16473. activity change, negative = inhibition, % at 11.5 µM. TSHR-expressing cells, TSH-stimulated cAMP HTRF, 2 h; stronger effect = lower value. actives 0.2% (n = 330,000). AID 504810;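 active = activity change below a set negative limit, meaning inhibition stronger than a set level, cut at about -70% in these data; inconclusive = activity change between two set negative limits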; also: % is scaled to controls: 0 for no effect and ±100 for the full control effect
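Competitive HTRF cAMP read-out (cryptate anti-cAMP antibody, cAMP-d2; 30 min, room temperature) in freshly harvested TSHR cells. Compounds added before TSH at EC80 (4nM final), followed by 2 hours' incubation at 37 deg C.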
hERG WT inh: KCNH2 (human, wildtype) channel inhibition. U2OS, BacMam KCNH2, thallium flux FluxOr; stronger effect = lower value. Q12809. actives 0.37% (n = 340,000). activity change, % at 1.84 µM. AID 720551;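 active = maximum activity change below -70%; inconclusive = maximum activity change between -70% and -50%; inactive = maximum activity change above -50%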; also: % is scaled to controls: 0 for no effect and ±100 for the full control effect
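U2OS cells were transduced with wild-type KCNH2 virus (2.03 x 10^8 / mL) for 4 h at room temperature, then cultured overnight at 37 C. Thallium flux was read with FluxOr dye. Rate constants were normalized to DMSO controls.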
Giardia kill: Giardia lamblia killing; Giardia lamblia trophozoite viability; activity change, % at 7.66 µM, hits read low; actives 0.15% (n = 340,000); AID 540267; in the data active = activity change below about -80%; inconclusive = between about -30% and that limit;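 also: parasites exposed to compound for two days anaerobically before the ATP read; % is scaled to controls: 0 for no effect and ±100 for the full control effect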
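Trophozoite viability was measured as ATP-dependent luminescence, read 15-30 min after reagent addition. Before that, parasites at 100 cells/well were exposed to compounds for 48 h, anaerobically, at 37 deg C.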
A-T KAP1 phos: potential ataxia-telangiectasia treatment. […] A-T fibroblasts, KAP-1 phosphorylation AlphaLISA; neocarzinostatin DNA damage 30 min before lysis. Potency, µM (top dose mostly 57.5 µM), for inactives: top-dose activation, most hits filed as activators. actives 0.19% (n = 320,000). AID 485349; also: potency is read from the fitted curve at half-maximal effect; % of control where 0% means no effect; nearly all actives have a fitted effect of over 45% in size
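hTERT-immortalized A-T patient fibroblasts ([…]), 500 cells/well in OPTI-MEM, 1% FBS, got compounds for 60 min, then NCS for 30 min at 37C. Lysates were then assayed for phospho-KAP-1 by AlphaLISA (anti-pKAP1 donor, anti-KAP1 acceptor beads), 6 hr at 25C.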
FBPA coupling cs: counter-screen for Giardia aldolase inhibitors: coupling enzyme system; activity change, negative = inhibition, % at 58.2 µM, hits read low; coupling enzyme system counterscreen, AmpLite Red fluorescence; actives 0.67% (n = 290,000); in the data active = activity change below about -30%; also: % is scaled to controls: 0 for no effect and ±100 for the full control effect
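Activity here indicates interference with the coupling reaction, not aldolase inhibition. Compounds at 57.5 uM final met coupling enzymes for 10 min at RT; substrate and AmpLite Red detection followed, with a 525/598 nm fluorescence read after 20 min.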
GALK inhibitor: blocks human galactokinase activity | Potency, µM (top dose mostly 57.5 µM), for inactives: at the top dose activity change, negative = inhibition, actives largely listed as inhibitors | P51570 | actives 0.007% (n = 270,000) | Purified GALK, Kinase-Glo residual ATP luminescence; also: potency is read from the fitted curve at half-maximal effect; % is scaled to controls: 0 for no effect and ±100 for the full control effect
Target sequence (P51570 whole entry, looked up): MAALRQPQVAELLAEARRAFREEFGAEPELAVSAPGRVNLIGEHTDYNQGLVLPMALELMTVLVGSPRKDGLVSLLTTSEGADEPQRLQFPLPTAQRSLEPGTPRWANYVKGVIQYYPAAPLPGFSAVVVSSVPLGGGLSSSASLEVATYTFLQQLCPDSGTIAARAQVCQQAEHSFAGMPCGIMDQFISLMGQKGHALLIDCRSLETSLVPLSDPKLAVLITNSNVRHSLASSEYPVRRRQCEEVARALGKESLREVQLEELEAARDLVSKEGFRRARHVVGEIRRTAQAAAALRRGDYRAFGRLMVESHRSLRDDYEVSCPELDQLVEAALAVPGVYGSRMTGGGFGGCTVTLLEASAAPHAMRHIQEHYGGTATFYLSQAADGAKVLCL
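Luminescence from leftover ATP (Ultra-Glo luciferase/luciferin) served as read-out after a 1 h room-temperature reaction of 5 nM GALK with 35 uM ATP and 100 uM galactose.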
* = called active by the depositor; u = inconclusive; x = not tested or not shown; & = joins results of further samples; [ ] = another dose, or the depositor's remark. Unless noted, calls follow the shape of the dose curve; as a rule, active = well fitted curve in the direction sought with a large enough effect; inconclusive = small, poorly fitted or top-dose-only effect, or another doubt; inactive = no such curve, though single readings can be large; an effect the other way counts as inactive or inconclusive. The list is partial. The share of hits here may be higher or lower than overall.

SMILES	TCR activator	Chronic BCR inh	MLL CXXC-DNA inh	Tb PFK block	TSHR antag	hERG WT inh	Giardia kill	A-T KAP1 phos	FBPA coupling cs	GALK inhibitor
CC(=O)Nc1cc(C(=O)N2CCC3(CC2)OCCO3)ccc1S(=O)(=O)c1ccc(C)cc1	5%	1%	0%	-5%	-4	-1	2	-2%	-1	3%
O=c1[nH]c(=S)n(C2CC2)c(O)c1C=NCc1cccnc1	5%	-1%	-11%	1%	-6	4	1	-7%	1	4%
CCOC(C(=O)OCCCN(CC)CC)(c1ccccc1)c1ccccc1	-9%	-9%	13%	0%	11	9	2	-1%	x	1%
COC(=O)c1cc2c(s1)=NC=NP=2(N1CCOCC1)N1CCOCC1	1%&-8%	6%	-8%	0%	12	12&-7	-17&-4	-2%	0	-1%
Cc1ccsc1C(=O)C1CCCN(Cc2cccc(OCCO)c2)C1 (configuration not stated)	5%	u	-2%	0%	7	7	-15	0%[11.5 µM]	-4	-1%
C[C@H]1[C@@H](c2ccccc2)O[C@@H](c2ccccc2Br)N1C	13%	-2%	x	0%	-1	-45	1	2%	x	x
COP(=O)(OC)C(NC(=O)/C=C/c1ccccc1)C(Cl)(Cl)Cl (configuration not stated)	0%	-1%	1%	1%	-3	-1	32[activator]	1%	1	-2%
CN1CCN(c2ncc(C=O)s2)CC1	9%	1%	1%	-2%	14	-7	4	5%	-37*	0%
CCCCn1c(C)c(C(=O)O)c2cc(OC)ccc21	-1%	7%	-9%	1%	-1	-12	0	0%	4	3%
Cc1nc2ccc(Cl)cc2c(-c2ccccc2)c1C(=O)O	-11%[46.1 µM]	-6%	-2%	-9%	8	-10	-5	0%	-8	-4%
CCOC(=O)c1c(C)n(CC(O)CN2CCOCC2)c2cc(Br)c(OC)cc12 (configuration not stated)	-4%	4%	10%	0%	-3	6	-9	1%	-3	-2%
CN(C)C1=NP(N(C)C)(N(C)C)=NC(c2ccccc2)=N1	-1%	-2%	0%	1%	15	2	9	2%	0	3%
O=C(O)C1CN2CCC1CC2 (configuration not stated)	-5%	5%	9%	2%	-4	-4	0	8%	3	2%
CC/C(=N\N1CCCCC1)c1c(O)[nH]c(=O)[nH]c1=O	5%	u	5%	3%	1	-7	-4	-2%	0	x
CN1C(=O)/C(=C\N2CCc3ccccc32)C(=O)NC1=S	3%[46.1 µM]	2%	u	0%	4	2	-8	1%	-8	0%
CC(C)CC1C(C#N)=C(N)Oc2c1c(=O)oc1ccccc21 (configuration not stated)	6%	-15%	-8%	1%	5	-7	-4	2%	1	2%
CCC(=O)N1CC(=O)Nc2ccc(F)cc2C1c1ccc(F)cc1 (configuration not stated)	-4%	-1%	-15%	-2%	-2	-3	1	-7%	1	6%
COc1ccccc1N1CCN(C2CCCN(C(=O)COc3ccccc3Cl)C2)CC1 (configuration not stated)	x	u	-2%	0%	13	13	-8	3%	1	-4%
COC(=O)c1ccc(-n2c(C)nc3ccccc3c2=O)cc1	3%	-8%	-7%	2%	-13	-7	-9	-3%	-1	-3%
CCOC(=O)C1(c2ccccc2)CCN(Cc2cccc(C(=O)O)c2)CC1	-13%	1%	-2%	5%	16	15	8	32%	4	3%
Brc1ccc(-c2nnc3sc(CN4CCN(c5ccccc5)CC4)cn23)cc1	-68%	0%	37%[activator]	5%	-6	13	-14	16%	-3	-1%
CC(C)C1(C)N=C(c2ncccc2C(=O)O)NC1=O (configuration not stated)	7%	u	1%	-1%	-8	-11	-6	x	3	0%
COC(=NC1CCCCC1)C(O)c1c[nH]c2ccccc12 (configuration not stated)	-3%	u	-5%	1%	-1	-3	-5	x	-1	5%
OC(c1ccccc1)(c1ccccc1)c1ccncc1	3%[46.1 µM]	5%	5%	0%	13	16	6	10%	0	1%
CCOC(=O)c1ccc(N=Cc2c(O)n(-c3ccc(OC)cc3)c(=S)[nH]c2=O)cc1	2%	0%	5%	-4%	8	11	-1	-2%[11.5 µM]	-4	3%

Given in CSV form: part of the list above.
SMILES,TCR activator,Chronic BCR inh,MLL CXXC-DNA inh,Tb PFK block,TSHR antag,hERG WT inh,Giardia kill,A-T KAP1 phos,FBPA coupling cs,GALK inhibitor
CCOC(=O)c1c(C)n(CC(O)CN2CCOCC2)c2cc(Br)c(OC)cc12 (configuration not stated),-4%,4%,10%,0%,-3,6,-9,1%,-3,-2%
CN(C)C1=NP(N(C)C)(N(C)C)=NC(c2ccccc2)=N1,-1%,-2%,0%,1%,15,2,9,2%,0,3%

(continued)
SMILES	TCR activator	Chronic BCR inh	MLL CXXC-DNA inh	Tb PFK block	TSHR antag	hERG WT inh	Giardia kill	A-T KAP1 phos	FBPA coupling cs	GALK inhibitor
COc1ccc(-c2nc(NC(=O)Cn3c(=O)oc4ccccc43)sc2C)cc1	6%[46.1 µM]	u	4%	-12%	-6	-8	1	-1%	2	0%
C=C(C)CSc1nnc([C@@H](N)Cc2ccccc2)o1	-3%	9%	0%	0%	20	-3	2	-1%	0	1%
CCCC(=O)OCC[N+](C)(C)C	0%	u	1%	0%	3	-2	-28	-9%	-2	1%
Cc1cccc(-n2c(O)c(C=NCCN3CCCCC3)c(=O)[nH]c2=O)c1	-80%	u	4%	-1%	0	3	-17	-15%	-2	1%
Clc1ccc(NC2=NCCCS2)cc1Cl	1%	-3%	13%	0%	5	-1	-4	19%	-1	-3%
CCOc1cc(/C=N/NC(=O)c2ccc(N(C)S(=O)(=O)c3ccccc3)cc2)ccc1OC	-2%	u	-12%	4%	13	14	12	-9%	0	2%
Cc1cc(OCC(=O)OC(C)(C)C)c2c3c(c(=O)oc2c1)CCC3	-5%	-1%	-1%	4%	8	7	0	-9%	0	-3%
C=CCn1c(O)c(/C(C)=N/N2CCCCCC2)c(=O)[nH]c1=O	-9%	u	-12%	0%	-3	-1	10	5%	-2	x
O=C1C(Cl)=CC(=Nc2ccc(O)cc2)C=C1Cl	-5%	3%	x	-27%	9	1	14	-7%	-22	x
O=S(=O)(c1ccccc1)N1CCN2CCCC2C1 (configuration not stated)	x	4%	0%	3%	-6	-2	-9	13%	0	0%
CCCCCCCCN=Cc1c(O)[nH]c(=O)[nH]c1=O	2%	2%	-2%	1%	27	0	-10	-8%	-1	-2%
Cc1cccc(-n2c(O)c(C)c(=O)[nH]c2=S)c1	4%	u	0%	-3%	-18	-2	-9	6%	2	-1%
C[C@]12CCC3C(CC[C@H]4C[C@@H](O)CC[C@]34C)C1C[C@@H](O)C2=O (some centres not stated)	2%	1%	x	-1%	-1	1	-6	-7%	x	x
CCC12CN3CCN(CC(C3)/C1=N/NC(N)=O)C2	4%	-14%	2%	-3%	3	-15	-3	-1%	2	6%
COc1ccc(CNCCc2ccc3c(c2)OCO3)c(OC)c1OC	-4%	u	0%	-8%	-5	-1	-3	-6%	1	-1%
CCCn1cc2c3c(cccc31)C1CC(C)CN(C)C1C2 (configuration not stated)	x	u	0%	0%	13	x	x	-3%	0	3%
N#Cc1ccc(NC(=O)CN2CCCCCC2)cc1Cl	1%	0%	5%	-2%	-7	-6	-2	1%	0	0%
CCCCn1c(O)c(C(C)=NC(C)c2ccccc2)c(=O)[nH]c1=O (configuration not stated)	4%	6%	1%	1%	-4	2	-12	5%	1	-3%
Cc1ccc2c(c1)c(=O)c1c3n2CCN(CC2CO2)C3CC1 (configuration not stated)	2%	8%	-16%	-5%	-7	5	-11	0%	1	-2%
O=C(CN1C2CCC1CC(O)(c1cccnc1)C2)Nc1ccc2c(c1)OCO2 (configuration not stated)	-3%	-8%	-2%	11%	-4	25	-11	10%	1	-1%
c1ccc2sc(N3CCNCC3)nc2c1	9%	u	-4%	3%	-5	-2	2	7%	-1	0%
Oc1ccc(/C=N/NP(=S)(c2ccccc2)c2ccccc2)cc1O	3%	-3%	5%	4%	-19	-8	-2	0%	0	-1%
N=c1sccn1Cc1ccc(Cl)cc1Cl	-1%[46.1 µM]	-5%	0%	-2%	4	-6	2	-3%	4	-1%
ClC(Cl)=C(c1ccc(Cl)cc1)c1ccc(Cl)cc1	-3%	0%	x	0%	-3	3	-7	u	-3	x
FC(F)(F)Oc1ccc(NC2=NCCCS2)cc1	6%	0%	3%	-2%	0	-2	-12	4%	-1	x
COCc1cc(OC(=O)N(C)C)nc2c1c(C)nn2C	-25%	-14%	3%	0%	-3	-2	-1	4%	3	0%
OC(CNC1CCCCC1)c1ccccc1 (configuration not stated)	1%	3%	-3%	1%	-9	10	-13	-2%	4	0%
COc1cccc(C2(O)CCN(CC(=O)Nc3nc(C)cs3)CC2)c1	-3%	1%	u	-12%	-4	0	-18	-6%	4	1%

From PubChem BioAssay
